SR-BI uptake up: activators of SR-BI mediated HDL lipid uptake; CHO ldlA[mSR-BI] cells, DiI-HDL uptake fluorescence, 3 h; 100 = double the neutral-control signal; activation, % at 12.5 µM; actives 0.096% (n = 320,000);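 active = mean replicate activation of at least 60% and every replicate at or above 60%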;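 also: 0% = median plate neutral-control signal and 100% = twice that signal; values of inactives mirror those of a sister screen read the other way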
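Test system: SR-BI-overexpressing, LDLR-lacking CHO cells; Medium: Ham's F12 with 0.5% BSA, HEPES 25 mM, pH 7.4; Schedule: 3 h, 37 °C; Technique: bottom-read fluorescence, 550/595 nm.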
SR-BI DiI inh: blocks mouse SR-BI lipid uptake from DiI-HDL; ldlA[mSR-BI] CHO cells, DiI-HDL uptake fluorescence, 3 h; inhibition, % at 12.5 µM; Q61009; actives 0.96% (n = 320,000);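 active = mean replicate inhibition of at least 70% and a set share of replicates each scoring 70 or more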;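 also: 0% = median of neutral control wells and 100% = median of positive control wells; values of inactives mirror those of a sister screen read the other way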
DSG3 Ab inh: inhibitors of pemphigus antibody binding to human desmoglein-3. P32926. DSG3-coupled beads, scFv-anti-DSG3-GFP binding, flow cytometry; hits give low values. binding (percent of control), % at 10 µM. actives 0.48% (n = 310,000);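 active = binding more than 3 SD below its plate's average and above zero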;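 also: hits lower antibody fragment binding to DSG3; some compounds called inactive have numbers as strong as hits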
MITF TRPM1 HTS: activators of MITF-driven TRPM1 promoter activity in SK-MEL-5 cells; activation, % at 12.5 µM; actives 0.75% (n = 300,000); SK-MEL-5 TRPM1-promoter luciferase, 24 h; % of positive control, neutral wells = 0;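 active = mean activation of at least 80% with every replicate also reaching 80%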;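 also: 0% = neutral control wells and 100% = parthenolide positive control wells; values of inactives mirror those of a sister screen read the other way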
Mot1-301 SUMO: blocks SUMOylation pathway, rescuing yeast Mot1-301 growth; growth rescue, % at 18.8 µM; actives 1% (n = 320,000); AID 2716; S. cerevisiae Mot1-301 growth rescue, ATP luminescence, 38.5C; percent above DMSO median, 100 means doubled;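 active = every valid replicate shows activation above 250% relative to neutral control wells; inactive = the rest, any valid replicate at or below 250%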;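 also: OY570 slx delta 5 strain wells were the positive control but not used for scaling; some compounds called inactive have numbers as strong as hits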
PKA-R1A activ: PKA-R1A complex activation | P00514+P68181 | PKA-R1A dissociation, Cy5-IP20 fluorescence polarization; scaled: DMSO 0%, 113 µM cGMP 100% | activation, % at 11.4 µM | actives 0.083% (n = 340,000);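 active = percent activation above the mean of all tested compounds plus 3 SD, cut at about 19% in these data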;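 also: higher means more PKAc released from R1A so a rise in polarization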
Arr AP2 block: inhibitors of human beta-arrestin and AP2 interaction | inhibition, % at 10 µM | FITC-arrestin peptide / GST-AP2 beads, flow cytometry; AP2 beta2 appendage carries R879A mutation | actives 0.31% (n = 340,000) | AID 504490;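 active = inhibition above a set limit, near 3 SD of compounds lacking own fluorescence, cut at about 54% in these data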;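 also: plate controls were DMSO wells for no effect and 5 µM unlabelled arrestin peptide for full effect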
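System: GST-AP2 R879A glutathione beads | Also added: FITC-arrestin peptide, 50 nM | Times: 12 min plus 1 h, RT | Signal: Bead flow cytometry, FITC channel | Buffer or medium: PBS with 0.05% Tween 20 and 0.1% BSA | Read-out basis: Percent drop in bead-associated FITC signal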
CDK5 p35 inh: inhibitors of human CDK5/p35 kinase. inhibition, % at 10 µM. actives 0.01% (n = 330,000). Recombinant CDK5/p35, ADP-Glo luminescence, 60 min. Q00535+Q15078. AID 488839;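 active = highest replicate inhibition of at least 50% and at least 75% of replicates reaching 50%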;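 also: plate controls were DMSO neutral control for no effect and GW8510 at 10 µM for full effect; many of its hits are not listed in these tables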
PKA-R2B act: activators of human PKA-R2B complex; activation, % at 11.4 µM; actives 0.079% (n = 340,000); P22694+P31323; PKA-R2B holoenzyme dissociation, Cy5-IP20 fluorescence polarization; R2B truncated from residue 108, S112A mutant; 0% DMSO only, 100% 113 µM cGMP;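 active = activation above a cutoff set at the mean over all compounds plus 3 SD, cut at about 18% in these data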;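 also: higher means more holoenzyme dissociation and a rise in polarization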
dFosB activator: activators of mouse delta FosB homodimer; purified delta FosB, TAMRA-CDK5 oligo fluorescence polarization; percent of positive-control signal above neutral wells; activation, % at 25 µM; actives 0.99% (n = 340,000);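 active = mean activation above about 17%, with every replicate also reaching it, limit read from the data, passing the limit was not always enough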;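 also: fluorescence polarization rise as delta FosB binds a TAMRA Cdk5 AP-1 oligo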
NSD2 inh: NSD2 (human) methyltransferase inhibition. O96028. NSD2 peptide methylation, AlphaScreen, 120 min. inhibition, % at 12.5 µM. actives 0.54% (n = 310,000); in the data active = inhibition above about 50%
Target sequence (O96028 whole entry, looked up): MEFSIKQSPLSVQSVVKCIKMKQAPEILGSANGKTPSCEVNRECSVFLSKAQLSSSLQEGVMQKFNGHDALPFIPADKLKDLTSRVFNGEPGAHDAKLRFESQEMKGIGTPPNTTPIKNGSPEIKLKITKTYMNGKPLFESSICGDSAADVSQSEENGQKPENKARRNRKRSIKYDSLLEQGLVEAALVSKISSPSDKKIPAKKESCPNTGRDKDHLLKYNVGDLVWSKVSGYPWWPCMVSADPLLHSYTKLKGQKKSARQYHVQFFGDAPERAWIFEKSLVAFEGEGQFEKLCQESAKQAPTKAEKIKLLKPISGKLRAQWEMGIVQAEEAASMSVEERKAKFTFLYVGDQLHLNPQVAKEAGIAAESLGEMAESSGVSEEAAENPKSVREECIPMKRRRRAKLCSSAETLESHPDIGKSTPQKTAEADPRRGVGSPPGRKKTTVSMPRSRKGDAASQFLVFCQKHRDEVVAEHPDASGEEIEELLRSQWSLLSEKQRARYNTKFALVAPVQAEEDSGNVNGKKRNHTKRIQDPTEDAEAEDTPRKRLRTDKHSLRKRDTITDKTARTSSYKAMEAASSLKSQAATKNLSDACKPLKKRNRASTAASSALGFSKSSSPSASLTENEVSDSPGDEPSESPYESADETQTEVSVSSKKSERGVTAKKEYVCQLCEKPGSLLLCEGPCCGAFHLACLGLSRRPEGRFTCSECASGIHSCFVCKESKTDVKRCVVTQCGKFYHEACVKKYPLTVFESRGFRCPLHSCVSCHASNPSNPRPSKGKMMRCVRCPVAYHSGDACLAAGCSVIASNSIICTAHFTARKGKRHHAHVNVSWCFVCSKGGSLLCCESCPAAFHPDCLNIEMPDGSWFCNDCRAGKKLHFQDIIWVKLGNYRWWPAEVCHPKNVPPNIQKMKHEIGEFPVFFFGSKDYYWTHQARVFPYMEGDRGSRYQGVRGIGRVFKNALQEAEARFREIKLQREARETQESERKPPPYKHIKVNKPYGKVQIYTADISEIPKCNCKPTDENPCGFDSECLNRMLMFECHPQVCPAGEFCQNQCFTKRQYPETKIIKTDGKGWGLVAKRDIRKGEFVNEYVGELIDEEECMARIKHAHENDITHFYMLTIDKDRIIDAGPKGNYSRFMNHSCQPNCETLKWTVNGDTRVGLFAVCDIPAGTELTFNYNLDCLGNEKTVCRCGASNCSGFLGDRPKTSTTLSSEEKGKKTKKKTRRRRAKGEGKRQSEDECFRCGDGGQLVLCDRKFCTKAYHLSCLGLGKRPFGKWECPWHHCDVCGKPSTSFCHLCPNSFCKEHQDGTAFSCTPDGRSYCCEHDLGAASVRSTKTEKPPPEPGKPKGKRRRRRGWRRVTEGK
Numbers without * were called inactive; . = no result given.

SR-BI uptake up | SR-BI DiI inh | DSG3 Ab inh | MITF TRPM1 HTS | Mot1-301 SUMO | PKA-R1A activ | Arr AP2 block | CDK5 p35 inh | PKA-R2B act | dFosB activator | NSD2 inh | Structure
-37 | 37 | 101 | -6 | 8 | 0 | 16 | 1.7 | -8 | -2 | 11 | CC1=C(C(=O)Nc2cccc(C(=O)NCc3ccc(F)cc3)c2)SCCO1
20 | -20 | 85 | -12 | 14 | -14 | 3 | 0.0 | -5 | -3 | 2 | O=C(Cc1cccs1)NCC1CCCO1 (stereo not drawn)
. | . | 105 | . | 23 | -11 | 16 | 0.2 | 5 | 0 | 0 | O=C(CN(C(=O)CNS(=O)(=O)c1ccc(F)cc1)c1ccccc1F)NCc1ccco1
2 | -2 | 94 | -2 | 7 | -7 | 12 | -0.2 | -10 | -4 | 12 | Cc1ccc(N2CC(C)Cn3c2nc2c3c(=O)[nH]c(=O)n2C)cc1C (stereo not drawn)
10 | -10 | . | 1 | -4 | 2 | 9 | -0.5 | 8 | 2 | . | COCCCNC(=O)Cn1cnc2sc(C)c(S(=O)(=O)N3CC(C)CC(C)C3)c2c1=O (stereo not drawn)
. | . | 100 | -5 | -9 | -3 | 20 | -2.9 | 1 | -3 | . | Cc1cc(NS(=O)(=O)c2ccc(NC(=S)NC(=O)c3ccncc3)cc2)no1
-12 | 12 | 102 | 9 | -8 | -16 | 21 | 2.2 | -8 | 1 | 3 | Cc1ccccc1NC(=S)N/N=C/c1ccc(O)cc1O
14 | -14 | 105 | . | -1 | -2 | 38 | -1.7 | 2 | -2 | -2 | O=C(Nc1cc(Cl)ccc1O)C1CC(c2ccccc2O)=NO1 (stereo not drawn)
4 | -4 | 96 | 5 | -16 | -10 | -26 | -1.1 | 4 | -5 | -3 | Clc1nc(CN2CCOCC2)nc2sc3c(c12)CCC3
22 | -22 | . | . | -4 | -10 | -3 | -1.0 | -4 | -4 | 9 | CCCCCn1c(CNC(C)=O)nc2ccccc21
-17 | 17 | 80 | 6 | -5 | -3 | 4 | -0.2 | -19 | -10 | -2 | CCN(CCCn1c(SCC#N)nc2ccccc2c1=O)c1ccccc1
-42 | 42 | 117 | 128* | -14 | -2 | 1 | 1.1 | -7 | 3 | -3 | CC1CCc2c(sc(NC(=O)C3CCCO3)c2C#N)C1 (stereo not drawn)
10 | -10 | 111 | -3 | -6 | -2 | 0 | -1.1 | -6 | -5 | -2 | O=C(CN1C(=O)C2CC=CCC2C1=O)Nc1ccc(Br)cc1 (stereo not drawn)
19 | -19 | . | 10 | 29 | 6 | -8 | -0.8 | -3 | 3 | -1 | Cc1nc(C)c(-c2ccccc2)c(=O)[nH]1
-1 | 1 | 99 | 9 | -13 | 0 | -8 | -0.4 | -4 | -2 | . | C[C@@H]1COC(=O)[C@@H](Cc2ccc(F)cc2)C/C=C\C[C@@H](CC(=O)N[C@H](CO)Cc2ccccc2)C(=O)N1
14 | -14 | 98 | 5 | -3 | -2 | 28 | 2.8 | 8 | 3 | -1 | COc1cc(C2C(C(=O)OC(C)C)=C(C)Nc3[nH]c(=O)[nH]c(=O)c32)ccc1O (stereo not drawn)
25 | -25 | 107 | 7 | 29 | -18 | 25 | -0.1 | -14 | 3 | 13 | COc1cccc(C(=O)N2CCN(c3ccc(N4CCOCC4)nn3)CC2)c1
-15 | 15 | . | 30 | . | -7 | 8 | 0.1 | -1 | 2 | -1 | CCOC(=O)CC1=CCc2c1ccc(OC)c2OC
13 | -13 | 84 | -8 | 126 | -13 | -8 | 0.1 | 2 | -4 | -3 | O=C(NCc1nnc(SCC(=O)N2CCCc3ccccc32)o1)c1ccco1
-10 | 10 | 94 | 78 | -6 | -12 | 19 | 0.4 | 9 | 2 | -1 | CC1CCCC(C)N1C(=O)c1cc(-c2cccs2)on1 (stereo not drawn)
-20 | 20 | 100 | -1 | 7 | -4 | -3 | 1.7 | 1 | -11 | 9 | COc1ccc(OC)c(S(=O)(=O)NC2CC(=O)N(c3ccc(C)c(C)c3)C2)c1 (stereo not drawn)
19 | -19 | 99 | . | -24 | 0 | 4 | -0.4 | -12 | -2 | 1 | Cc1ccc(NC2=NC3(CCCCC3)N=C(N)N2)c(C)c1
-10 | 10 | 103 | 4 | -5 | -1 | 28 | 0.5 | 1 | 4 | 3 | O=C(C1CCC1)N1CCc2cc(S(=O)(=O)NC3CCCC3)ccc21
16 | -16 | 110 | -3 | -10 | 2 | 49 | -1.6 | 1 | -7 | 1 | NC(=O)C1CCN(C(=O)c2ccc(Oc3cc(Cl)cc(Cl)c3)o2)CC1

5 neighbouring entries out of the list so far:
SR-BI uptake up | SR-BI DiI inh | DSG3 Ab inh | MITF TRPM1 HTS | Mot1-301 SUMO | PKA-R1A activ | Arr AP2 block | CDK5 p35 inh | PKA-R2B act | dFosB activator | NSD2 inh | Structure
10 | -10 | 111 | -3 | -6 | -2 | 0 | -1.1 | -6 | -5 | -2 | O=C(CN1C(=O)C2CC=CCC2C1=O)Nc1ccc(Br)cc1 (stereo not drawn)
19 | -19 | . | 10 | 29 | 6 | -8 | -0.8 | -3 | 3 | -1 | Cc1nc(C)c(-c2ccccc2)c(=O)[nH]1
-1 | 1 | 99 | 9 | -13 | 0 | -8 | -0.4 | -4 | -2 | . | C[C@@H]1COC(=O)[C@@H](Cc2ccc(F)cc2)C/C=C\C[C@@H](CC(=O)N[C@H](CO)Cc2ccccc2)C(=O)N1
14 | -14 | 98 | 5 | -3 | -2 | 28 | 2.8 | 8 | 3 | -1 | COc1cc(C2C(C(=O)OC(C)C)=C(C)Nc3[nH]c(=O)[nH]c(=O)c32)ccc1O (stereo not drawn)
25 | -25 | 107 | 7 | 29 | -18 | 25 | -0.1 | -14 | 3 | 13 | COc1cccc(C(=O)N2CCN(c3ccc(N4CCOCC4)nn3)CC2)c1

Next section:
SR-BI uptake up | SR-BI DiI inh | DSG3 Ab inh | MITF TRPM1 HTS | Mot1-301 SUMO | PKA-R1A activ | Arr AP2 block | CDK5 p35 inh | PKA-R2B act | dFosB activator | NSD2 inh | Structure
-7 | 7 | 91 | 100* | 8 | -7 | 19 | 0.1 | -6 | -7 | 7 | Cc1cccc(C(=O)N=c2sccn2C)c1[N+](=O)[O-]
28 | -28 | 106 | 0 | 305 | 2 | -1 | -0.2 | -3 | -6 | -3 | O=C(OCCCOC(=O)c1ccc(Br)o1)c1ccc(Br)o1
-12 | 12 | 99 | 7 | -12 | -1 | -6 | 0.1 | -6 | -3 | . | C#CCNC(=O)C1=C[C@H](c2ccc(Br)cc2)C[C@H](OCCCCO)O1
4 | -4 | 104 | -8 | 57 | -6 | -18 | -0.3 | -12 | -2 | 2 | COc1ccccc1OCCNC(=O)Cc1ccc(Cl)c(Cl)c1
21 | -21 | 85 | -29 | 0 | 1 | 7 | 1.7 | 3 | 3 | 2 | CC(=O)Oc1ccc(C(=O)[C@H]2[C@H]3C(=O)N(c4ccccc4)C(=O)[C@H]3[C@@H]3C=CC=NN32)cc1
21 | -21 | 101 | -3 | -9 | -11 | -26 | -4.5 | -13 | -3 | 9 | CN1C(=O)/C(=C/c2ccc(O)c([N+](=O)[O-])c2)N(C)C1=S
-5 | 5 | 101 | -2 | 4 | 5 | -14 | 1.2 | 4 | -1 | 0 | Cc1cnc(C(=O)OCC(=O)N=c2sccn2Cc2ccccc2Cl)cn1
7 | -7 | 107 | -6 | 37 | 1 | 4 | 0.5 | 2 | -7 | 0 | Cc1ccccc1C(=O)N1CCC(C(=O)Nc2nccs2)CC1
-39 | 39 | 89 | . | -10 | -5 | -44 | -0.4 | -5 | -4 | 0 | CS(=O)(=O)N(Cc1ccc(Cl)cc1)c1ccc(C(=O)N2CCN(c3ccccc3)CC2)cc1
. | . | 101 | -22 | -10 | -3 | -14 | 0.5 | -3 | -7 | 72* | C=CCn1c(SCC(=O)c2ccc(O)c(O)c2)nnc1-c1cccnc1
5 | -5 | 113 | 4 | -12 | -8 | 3 | 0.2 | -13 | -8 | 1 | COc1ccc(C(=O)NC2CC2)cc1OC1CCN(Cc2ccccc2)CC1
3 | -3 | 98 | -4 | -18 | 11 | 2 | 0.2 | -3 | -3 | 3 | CCCOc1ccc(NC(=O)C2CC(=O)N(C)C(=Nc3cccc(OC)c3)S2)cc1 (stereo not drawn)
10 | -10 | 110 | -11 | 4 | -2 | 2 | -0.3 | 3 | 2 | . | Cc1cc2c(cc1S(=O)(=O)NCc1ccccc1)n(C)c(=O)c(=O)n2C
20 | -20 | 110 | -12 | -14 | -5 | -1 | -1.0 | 1 | -5 | -2 | CCCCCCC(C)NC(=S)Nc1cc(S(=O)(=O)N(C)C)ccc1C (stereo not drawn)
-2 | 2 | 102 | -11 | 454* | -12 | -7 | 1.5 | -13 | 13 | . | C[C@@]12C(=O)Nc3cc(Cl)ccc3C(=O)N1[C@H]1c3ccccc3OC[C@@H]1[C@@H]2c1ccccc1
16 | -16 | 103 | -9 | -25 | -13 | -3 | -1.1 | -2 | 4 | 2 | CCOC(=O)c1cccc(NC(=O)CN(C)S(=O)(=O)c2cnc[nH]2)c1
-2 | 2 | 113 | -13 | -17 | 4 | -2 | 1.1 | -6 | -27 | -1 | O=c1[nH]c(CCl)nc2cc(-c3ccc(Cl)cc3)sc12
4 | -4 | 103 | 5 | -2 | -2 | 3 | -0.2 | -7 | -1 | -10 | Nn1c(SCc2ccc(Br)cc2)nnc1-c1ccccn1
-7 | 7 | 113 | . | -11 | -6 | -8 | -0.3 | -18 | -1 | -2 | CN(C)C(=O)COc1ccc2c(-c3ccccc3)cc(=O)oc2c1

Grouped by structure: the compounds so far containing bromine
SR-BI uptake up | SR-BI DiI inh | DSG3 Ab inh | MITF TRPM1 HTS | Mot1-301 SUMO | PKA-R1A activ | Arr AP2 block | CDK5 p35 inh | PKA-R2B act | dFosB activator | NSD2 inh | Structure
10 | -10 | 111 | -3 | -6 | -2 | 0 | -1.1 | -6 | -5 | -2 | O=C(CN1C(=O)C2CC=CCC2C1=O)Nc1ccc(Br)cc1 (stereo not drawn)
28 | -28 | 106 | 0 | 305 | 2 | -1 | -0.2 | -3 | -6 | -3 | O=C(OCCCOC(=O)c1ccc(Br)o1)c1ccc(Br)o1
-12 | 12 | 99 | 7 | -12 | -1 | -6 | 0.1 | -6 | -3 | . | C#CCNC(=O)C1=C[C@H](c2ccc(Br)cc2)C[C@H](OCCCCO)O1
4 | -4 | 103 | 5 | -2 | -2 | 3 | -0.2 | -7 | -1 | -10 | Nn1c(SCc2ccc(Br)cc2)nnc1-c1ccccn1

Assay outcomes as filed in PubChem BioAssay.
